# Giardia kill: Small Molecules that selectively kill Giardia lamblia: qHTS | Giardia lamblia trophozoite viability | activity change, % at 7.66 µM, hits read low | actives 0.15% (n = 340,000) | AID 540267, 2011; in the data active = activity change below about -80%; inconclusive = between about -30% and that limit;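 also: parasites exposed to compound for two days anaerobically before the ATP read; % is scaled to controls: 0 for no effect and ±100 for the full control effect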
#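 Giardia trophozoites, 100 cells per well, were exposed to compounds for 48 hrs at 37 deg C under anaerobic conditions; viability was then read as ATP content by bioluminescence after 15-30 min at room temperature.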
# KCNH2 3.1 block: qHTS for Inhibitors of KCHN2 3.1: Mutant qHTS; Potassium voltage-gated channel subfamily H member 2, brain isoform KCNH2 3.1 (human); U2OS KCNH2 3.1, thallium flux FluxOr; stronger effect = lower value; activity change, % (tested at about 1.8 µM); actives 0.95% (n = 340,000); AID 720553, 2013;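 active = maximum activity change below -70%; inconclusive = maximum activity change from -70% to -50%; inactive = maximum activity change above -50%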;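 also: thallium influx rate constant from kinetic fluorescence after stimulation buffer; % is scaled to controls: 0 for no effect and ±100 for the full control effect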
#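 We transduce U2OS cells with the mutant 3.1 virus, culture them overnight, load FluxOr with Red40 quencher for 45 min, then add stimulation buffer and read kinetically for 2 min to derive a normalized rate constant.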
# Coupling enz: qHTS Assay for Inhibitors of Fructose-1,6-bisphosphate Aldolase from Giardia Lamblia: Coupling assay counterscreen; coupling enzyme system counterscreen, AmpLite Red fluorescence; activity change, negative = inhibition, % at 58.2 µM, hits read low; actives 0.67% (n = 290,000); in the data active = activity change below about -30%; also: % is scaled to controls: 0 for no effect and ±100 for the full control effect
#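 Final compound at 57.5 uM, incubated 10 min at RT with coupling enzyme reagent (glyceraldehyde-3-phosphate), then 20 min with substrate and AmpLite Red detection. Fluorescence read at 525/598 nm; tests interference with the coupling assay, not aldolase inhibition.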
# PKM2 activator: qHTS Assay for Activators of Human Muscle isoform 2 Pyruvate Kinase. Pyruvate kinase PKM (Homo sapiens), P14618. purified PKM2, Kinase-Glo ATP luminescence, activation; response scale: 0% is enzyme alone, no compound. Potency, µM (top dose mostly 57.5 µM), without a hit: at the highest dose activation, actives largely listed as activators. actives 0.34% (n = 260,000). AID 1631, 2009; also: potency is read from the fitted curve at half-maximal effect; % is scaled to controls: 0 for no effect and ±100 for the full control effect; nearly all actives have a fitted effect of over 55% in size
#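 Kinase-Glo luminescence reports ATP generated from ADP (0.1 mM) and PEP (0.5 mM) by purified hPK-M2 after 1 h at room temperature, pH 7.2 imidazole buffer; intermediate enzyme activity allows detecting inhibitors and activators.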
# hERG WT inh: qHTS for Inhibitors of KCHN2 3.1: Wildtype qHTS | Voltage-gated inwardly rectifying potassium channel KCNH2 (Homo sapiens), Q12809 | U2OS, BacMam KCNH2, thallium flux FluxOr; stronger effect = lower value | activity change, % at 1.84 µM | actives 0.37% (n = 340,000) | AID 720551, 2013;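 active = maximum activity change below -70%; inconclusive = maximum activity change between -70% and -50%; inactive = maximum activity change above -50%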; also: % is scaled to controls: 0 for no effect and ±100 for the full control effect
#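 U2OS cells transduced with wild-type KCNH2 virus are loaded with FluxOr dye for 45 min, and thallium flux is measured in kinetic reads before and after stimulation buffer. Rate constants are normalized to DMSO controls.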
# TRPV1 agonist: HTS Assay for Compounds that Act as Agonists of the Vanilloid Receptor 1. Transient receptor potential cation channel subfamily V member 1 (Homo sapiens), Q8NER1. TRPV1-expressing cells, Fluo-8 calcium influx, agonist mode. activation, % at 8.33 µM. actives 0.19% (n = 320,000); in the data active = activation above about 80%; inconclusive = between about 30% and that limit; also: 0% is about no effect
#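 Fluo-8 calcium influx in TRPV1-expressing cells, kinetic read (ex 480/em 520 nm). Compound added and read 3 min for agonist activity, followed by capsaicin at EC20 final and 2 min further read for enhancement.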
# Menin MLL FP TR: qHTS Assay for Inhibitors Targeting the Menin-MLL Interaction in MLL Related Leukemias: Competition With Texas Red Labeled MLL-derived Mutant Peptide. actives 0.23% (n = 270,000). O00255. AID 1768, 2009. Menin + Texas Red MLL mutant peptide, fluorescence polarization. Potency, µM (series often up to 61.6 µM), inactives show at the top dose FP activity change, negative = inhibition, hits mostly inhibitors; active = well fitted inhibition curve with a large enough effect in the polarisation, with a control signal flat, not every such curve was filed as active; inconclusive = small, poorly fitted or top-dose-only effect, or effect the other way, or a change in a side signal; inactive = no such curve, though single readings can be large or run the other way; the % refers to the polarisation; also: potency is read from the fitted curve at half-maximal effect; % of control where 0% means no effect; many of its hits are not listed in these tables
# GALK inh: qHTS Assay for Inhibitors of Human Galactokinase (GALK). Purified GALK, Kinase-Glo residual ATP luminescence. Potency, µM (highest dose often 57.5 µM), inactives show top-dose activity change, negative = inhibition, hits mostly inhibitors. actives 0.007% (n = 270,000); also: potency is read from the fitted curve at half-maximal effect; % is scaled to controls: 0 for no effect and ±100 for the full control effect
#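 GALK at 5 nM final was combined with compound, 35 uM ATP and 100 uM galactose in HEPES pH8.0 with MgCl2 and DTT. The reaction ran one hour at room temperature before luminescent ATP detection.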
# USP2a inh: qHTS Assay for Inhibitors of Ubiquitin-specific Protease USP2a Using CHOP2 as the Reporter; Ubiquitin carboxyl-terminal hydrolase 2 (Homo sapiens), O75604; USP2 core, Ub-CHOP2 coupled fluorogenic reporter, 485/531; Potency, µM (series often up to 38.3 µM), inactives show top-dose activity change, negative = inhibition, actives largely listed as inhibitors; actives 0.01% (n = 330,000); AID 463254, 2010;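 also: potency is read from the fitted curve at half-maximal effect; plate controls were DMSO wells for no effect and full inhibition by NEM control for full effect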
# Target sequence (O75604 whole entry, looked up): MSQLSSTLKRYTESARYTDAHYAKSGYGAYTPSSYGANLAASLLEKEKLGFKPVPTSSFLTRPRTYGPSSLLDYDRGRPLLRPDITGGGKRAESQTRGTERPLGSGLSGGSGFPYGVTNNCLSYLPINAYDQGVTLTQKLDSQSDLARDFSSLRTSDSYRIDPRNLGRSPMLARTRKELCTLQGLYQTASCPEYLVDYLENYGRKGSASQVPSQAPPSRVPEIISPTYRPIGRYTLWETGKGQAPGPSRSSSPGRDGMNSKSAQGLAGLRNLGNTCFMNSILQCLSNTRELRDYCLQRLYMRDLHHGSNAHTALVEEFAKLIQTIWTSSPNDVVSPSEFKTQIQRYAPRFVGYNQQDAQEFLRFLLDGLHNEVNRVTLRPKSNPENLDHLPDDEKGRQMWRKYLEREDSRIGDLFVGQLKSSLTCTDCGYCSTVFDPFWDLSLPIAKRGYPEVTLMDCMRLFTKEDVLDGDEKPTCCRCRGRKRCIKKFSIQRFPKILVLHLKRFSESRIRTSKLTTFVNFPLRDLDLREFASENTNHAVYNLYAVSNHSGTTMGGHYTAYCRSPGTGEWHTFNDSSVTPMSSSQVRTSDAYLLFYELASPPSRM
#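 Deubiquitinase activity read as fluorescence (485/531 nm) after Ub-CHOP2 cleavage activates the enterokinase reporter on its substrate; USP2 core 10nM, Ub-CHOP2 and substrate 25nM each, 30min compound preincubation then 60min RT; data normalized to NEM, curves fitted.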
# MLL CXXC-DNA inh: qHTS Fluorescence Polarization Assay for Inhibitors of MLL CXXC domain - DNA interaction; Potency, µM (series often up to 115 µM), without a hit: at the highest dose activity change, negative = inhibition, most hits filed as inhibitors; MLL-CXXC / FITC-HOXA9 DNA fluorescence polarization; Histone-lysine N-methyltransferase 2A (Homo sapiens), Q03164; AID 2662, 2010; actives 0.037% (n = 290,000); active = well fitted inhibition curve with a large enough effect in the polarisation, with a control signal flat, not every such curve was filed as active; inconclusive = small, poorly fitted or top-dose-only effect, or effect the other way, or a change in a side signal; inactive = no such curve, though single readings can be large or run the other way; the % refers to the polarisation; also: potency is read from the fitted curve at half-maximal effect
#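 Purified MLL-CXXC (added from a 7 uM solution) was preincubated 5 min at ambient with pinned compounds in 50 mM Tris-HCl pH 7.5, 50 mM NaCl, 1 mM DTT, 0.05% BSA. Fluorescein-labeled HOX-A9 DNA (50 nM solution) followed, 30 min, then polarization read.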
# B2AR arrestin: qHTS assay of beta-arrestin-biased ligands of beta2-adrenergic receptor; Beta-2 adrenergic receptor (Homo sapiens), P07550; beta-arrestin recruitment to beta2AR, cell-based reporter; Potency, µM (series often up to 46.1 µM), for the others: at the highest dose activation, hits mostly activators; actives 0.02% (n = 330,000); AID 492947, 2010;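 also: potency is read from the fitted curve at half-maximal effect; 0% = DMSO controls and full agonism = EC100 isoproterenol or metaproterenol; nearly all actives have a fitted effect of over 65% in size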
# Target sequence (P07550 whole entry, looked up): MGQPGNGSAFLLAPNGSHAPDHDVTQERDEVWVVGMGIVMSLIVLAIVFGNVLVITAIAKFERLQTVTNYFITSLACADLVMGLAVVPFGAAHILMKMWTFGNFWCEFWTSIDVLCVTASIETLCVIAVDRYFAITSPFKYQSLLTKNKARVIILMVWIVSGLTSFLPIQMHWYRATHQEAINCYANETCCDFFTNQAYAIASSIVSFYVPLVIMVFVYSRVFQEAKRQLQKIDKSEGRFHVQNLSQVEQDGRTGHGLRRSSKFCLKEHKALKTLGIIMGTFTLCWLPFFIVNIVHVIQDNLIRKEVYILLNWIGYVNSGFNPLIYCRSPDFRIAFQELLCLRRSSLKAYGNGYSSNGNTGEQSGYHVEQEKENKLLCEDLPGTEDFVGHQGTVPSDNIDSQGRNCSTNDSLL
# * marks the source's active call; other numbers are inactive results; ? = inconclusive; . = no result given; & = joins results of further samples; [ ] = another dose, or the depositor's remark. Unless noted, calls follow the shape of the dose curve; as a rule, active = well fitted curve in the direction sought with a large enough effect; inconclusive = small, poorly fitted or top-dose-only effect, or another doubt; inactive = no such curve, though single readings can be large; an effect the other way counts as inactive or inconclusive.
SMILES,Giardia kill,KCNH2 3.1 block,Coupling enz,PKM2 activator,hERG WT inh,TRPV1 agonist,Menin MLL FP TR,GALK inh,USP2a inh,MLL CXXC-DNA inh,B2AR arrestin
COC(=O)c1sccc1NC(=S)Nc1ccc(F)cc1F,33[activator],6,0,-1%,-2,0,4%,0%,0%,-4%,0.0%
COC(CNC(=O)c1c[nH]c2ccc(S(=O)(=O)N(C)c3ccc(F)cc3)cc2c1=O)OC,0,6,4,.,30,-2,16%,.,-4%,2%,-0.1%
Cc1nccn1Cc1cccc2ccccc12,15,-5,1,0%,2,1,-6%,-3%,0%,-1%,-0.2%
N/C(=N\OC(=O)c1ccc2c(c1)OCO2)c1ccc(Cl)cc1,-18,13,3,-11%,-9,?,-11%,-1%,3%,20%,-0.2%
CN(C)S(=O)(=O)Oc1ccsc1C(=O)Nc1ccc(Cl)cc1,11,-3,0,0%,6,1,?,-2%,1%,-8%,-0.9%
COc1ccc(CCNc2cc(C)nc3c(-c4ccccc4)cnn23)cc1OC,10,-20,-26,5%,3,?,?,0%,-1%,-4%,0.4%
O=C(COC(=O)CSc1ccc([N+](=O)[O-])cc1)NCCC1=CCCCC1,7,-10,.,.,-6,12,.,.,0%,.,-0.1%
O=C(NCc1ccccc1)NCc1cccs1,5,-2,2,-4%,-9,1,2%,6%,1%,-5%,-0.1%
CCOC(=O)CCCNC(=O)CCNC(=O)c1ccc(OC)cc1,15,10,2,-5%,-21,-5,-26%,0%,3%,7%,-0.5%
CCOc1cc(/C=C2/C(=N)N3OC(C)=CC3=NC2=O)ccc1OC(=O)c1ccco1,-18,-13,3,-1%,6,-4,9%,0%,-1%,-2%,-1.2%
Cc1ccc(C(=O)N(CC(C)C)c2c(N)n(Cc3ccccc3)c(=O)[nH]c2=O)o1,6,0,.,.,1,-1,.,.,1%,.,-0.2%
COc1ccc(C2c3[nH]c4ccccc4c3C[C@H]3C(=O)N(c4ccccc4C(=O)N4CCC(C(=O)O)CC4)C(=O)N23)cc1 (stereo not given in full),-17,6,4,-1%,-5,1,-5%,.,2%,-14%,-1.1%
COc1cccc(NC(=O)CCN2CCN(c3ccccc3F)CC2)c1,?,7,-3,-7%,-6,?,.,-2%,5%,6%,0.2%
COc1ccccc1C(C#N)N1N=C(C)CC1c1ccccc1 (stereo not given),7,2,3,2%[11.5 µM],6,0,1%,-9%,0%,3%,-0.6%
CCOC(=O)c1c(NC(=O)C2CCN(S(=O)(=O)c3ccc(Cl)cc3)CC2)sc2c1CCCC2,-13,1,2,-1%,3,0,14%,1%,6%,6%,-0.3%
C/C(=N\NC(N)=O)c1ccc(Cl)s1,-4,-8,0,-4%,-12,-1,.,0%,2%,1%,0.0%
CC1CCN(C(=O)COC(=O)Cn2cnc3ccccc32)CC1,-6,10,.,.,16,.,.,.,-2%,.,-0.1%
O=C(C1CCCCC1)N1CCN(S(=O)(=O)c2ccc(Br)cc2)CC1,-9,-28,7,-14%,3,.,.,7%,-2%,-15%,0.3%
CCn1cc(CN2CCC(C(=O)Nc3ccc(Oc4ccccc4)nc3)CC2)cn1,-1,-10,.,8%,50,1,.,-4%,2%,18%,3.3%
O=c1c(F)cn(C2CCCO2)c(=O)n1Cc1ccccc1F (stereo not given),-5,20,-1,-5%,8,2,1%,-1%,0%,5%,0.1%
Cc1ccccc1S(=O)(=O)Cc1ccc(C(=O)NC(C)c2ccc3c(c2)OCCO3)o1 (stereo not given),-12,1,-2,2%,4,16,-1%,1%,0%,-1%,-1.5%
O=C(NN1CCOCC1)c1ccco1,18,10,.,.,7,1,.,.,0%,.,-0.1%
COc1ccc(N)cc1-n1cnnn1,2,-2,3,5%,-2,-2,9%,-2%,8%,9%,0.1%
CCCCCCNC(=O)c1c(O)c2ccccc2[nH]c1=O,-6,9,0,2%,-9,-3,19%,3%,4%,-4%,-1.1%
O=c1[nH]c2ccc(Cl)cc2c(O)c1-c1ccccc1,-6,13,4,0%,-4,-1,-3%,1%,0%,10%,-0.2%
SMILES,Giardia kill,KCNH2 3.1 block,Coupling enz,PKM2 activator,hERG WT inh,TRPV1 agonist,Menin MLL FP TR,GALK inh,USP2a inh,MLL CXXC-DNA inh,B2AR arrestin
Cn1c(=S)[nH]c2cccnc21,7,-10,-1,-5%,-3,1,2%,-4%,1%,8%,0.0%
COc1ccc(/C=C2\SC(=O)N(CCCC(=O)Nc3cc(Cl)ccc3C(=O)O)C2=O)cc1,-24,4,.,.,-11,.,.,.,-2%,.,-0.5%
Cc1cc(C)n(C(=O)CN2C(=O)c3ccccc3C2=O)n1,1,3,3,0%,-10,7,-1%,0%,0%,-13%,-0.8%
CCCCCC(=O)Nc1ccc(S(=O)(=O)Nc2cc(OC)nc(OC)n2)cc1,-3,1,0,.,1,1,16%,-1%,3%,0%,0.1%
CC(C)S(=O)(=O)c1csc(NC(=O)Nc2ccc(Cl)cc2)c1,-8,0,-5,2%,-1,2,.,.,4%,16%,0.4%
O=C(NCCn1ccc2ccccc21)C1CCCCC1,4,-12,-1,4%,2,27,-5%,-5%,2%,-8%,-0.3%
CCOC(=O)c1sc(C)c(C(=O)NC2CCCCC2)c1N,2,-11,4,3%,19,4,-9%,2%,1%,0%,0.1%
O=c1cc(CSc2nc3cc(Cl)ccc3o2)nc2sccn12,-9,2,-20,17%,-1,3,?,-1%,-6%,22%,-0.3%
Cc1cc(NC(=O)C(C)Sc2nc(-c3ccccc3)cc(=O)[nH]2)no1 (stereo not given),28,8,7,6%,0,0,20%,8%,0%,6%,0.6%
CNC(=O)CSc1nnc(-c2cccnc2)n1-c1ccc(C)cc1,-1,-8,-1,1%,14,3,-2%,0%,7%,1%,0.1%
COC(=O)C1(C)NC(c2ccc(Cl)cc2)C2C(=O)N(c3ccccc3)C(=O)C21 (stereo not given),36[activator],15,4,-4%[11.5 µM],-5,0,16%,-9%,0%,-2%,0.0%
CCOC(=O)Cc1csc(NC(=S)NC(=O)c2ccccc2C)n1,12,10,3,-2%,-14,-2,24%,0%,-1%,-14%,0.5%
O=C(Nc1ccccc1)c1cc([N+](=O)[O-])ccc1Cl,-20,-7,-9&-1,8%,5,-2,15%,-1%,-7%,-10%&-8%,0.4%
COc1ccc(-c2nc3ccccc3c(=O)n2-c2c(C)n(C)n(-c3ccccc3)c2=O)cc1,6,-1,2,6%,-6,4,.,-4%,0%,5%,0.3%
CC12CS(=O)(=O)CC1SC(=S)N2c1ccccn1 (stereo not given),-13,25,3,7%,-3,9,9%,0%,2%,-1%,-0.7%
O=C(Cn1ncc(Cl)c(Cl)c1=O)c1ccc(Cl)cc1,10,-31,2,0%,2,1,-6%,0%,2%,-5%,0.1%
O=C(CSc1nccn(-c2ccc(F)c(Cl)c2)c1=O)NC1CCCC1,-4,-3,.,.,13,0,.,.,3%,.,-1.3%
C=CCC(c1ccccc1)N(C(C)=O)c1ccco1 (stereo not given),0,-1,-3,10%,-10,-11,-14%,-1%,-1%,3%,-0.1%
CCC(=O)c1ccc(OCC(=O)N2CCN(c3ccccn3)CC2)cc1,0,0,.,4%,-1,-2,.,-2%,1%,2%,-0.5%
Cc1ccccc1-n1c(SCc2c(C)noc2C)nnc1-c1ccncc1,8,16,1,-8%,-12,-16,-17%,-4%,2%,-3%,-0.3%
Cc1ccc(NC(=O)C(Cc2ccccc2)n2cccc2)cc1 (stereo not given),-12,0,-2,5%,-5,?,.,.,0%,-1%,-0.5%
COc1ccc(CN2C(=O)/C(=C/c3ccncc3)SC2=S)cc1,-10,0,0,?,-1,6,3%,0%,-2%,5%,0.1%
O=C1C=C(c2cccc3c2oc2ccccc23)C[C@@H](c2ccc(F)cc2)C1,3,6,.,.,1,11,.,.,-6%,.,0.2%

# Screening results: PubChem, National Center for Advancing Translational Sciences (NCATS)

# The list is partial (hit frequency here may not be typical).
